# pCIP destab – p/CIP-EGFP fusion destabilizers, primary screen, fluorescence, F442A cells. 16 h. decrease of EGFP signal, % at 10 µM. 290,000 compounds, 0.01% hits;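 active = EGFP signal decrease of at least 30% at 10 µM or well 3 SD below plate mean, unless failing retest; inactive = the rest, including hits failing retest or dose response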; note: some compounds called inactive have numbers as strong as hits; many of its hits are not listed in these tables
# GalR3 antagonist – GalR3 antagonists in HEK293 cells, primary screen, cell-based, fluorescence readout. HEK293 GalR3-CNG cAMP membrane potential fluorescence; galR3 body fused to GalR1 C-terminus. 360,000 compounds, 0.44% hits. inhibition, % at 3 µM;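 active = inhibition above the screen-wide average plus 3 SD, cut at about 13% in these data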;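 note: forskolin and galanin both at EC90 stimulate the cells; cAMP rise reported by CNG channel membrane potential dye signal; 0% = forskolin plus galanin with DMSO and 100% = forskolin alone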
# CRFBP-R2 agonist – agonists of CRF-BP/CRF-R2 complex, primary screen, cell-based, HEK293, calcium dye fluorescence, uHTS; CRF-binding protein / CRF receptor 2 complex (human); calcium dye fluorescence (FLIPR); percent of saturating CRF peptide response; activation, % at 13.2 µM; 350,000 compounds, 0.46% hits; AID 588473, 2011;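 active = activation of at least 50%, plus an integration ratio under a set limit after plate pattern correction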;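 note: plate controls were neutral control wells without compound for no effect and CRF at EC100 for full effect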
# PHOSPHO1 inh – PubChem AID 1565; inhibition, % at 13.3 µM; 290,000 compounds, 1.1% hits; recombinant PHOSPHO1, absorbance phosphatase assay; Phosphoethanolamine/phosphocholine phosphatase (Homo sapiens), Q8TCT1; in the data active = inhibition above about 60%
# IDE act – human IDE activators in live cells, primary screen, fluorescence polarization, HEK cells, FAbeta-B substrate; Insulin-degrading enzyme (Homo sapiens), P14735; FAbeta-B cleavage; 0% vehicle, 100% cell-free pure enzyme wells; activation, % at 5.96 µM; 340,000 compounds, 0.073% hits;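 active = activation above the mean of all tested compounds plus 3 SD, set per screening campaign, cut at about 17% in these data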
# Target sequence (P14735 whole entry, looked up): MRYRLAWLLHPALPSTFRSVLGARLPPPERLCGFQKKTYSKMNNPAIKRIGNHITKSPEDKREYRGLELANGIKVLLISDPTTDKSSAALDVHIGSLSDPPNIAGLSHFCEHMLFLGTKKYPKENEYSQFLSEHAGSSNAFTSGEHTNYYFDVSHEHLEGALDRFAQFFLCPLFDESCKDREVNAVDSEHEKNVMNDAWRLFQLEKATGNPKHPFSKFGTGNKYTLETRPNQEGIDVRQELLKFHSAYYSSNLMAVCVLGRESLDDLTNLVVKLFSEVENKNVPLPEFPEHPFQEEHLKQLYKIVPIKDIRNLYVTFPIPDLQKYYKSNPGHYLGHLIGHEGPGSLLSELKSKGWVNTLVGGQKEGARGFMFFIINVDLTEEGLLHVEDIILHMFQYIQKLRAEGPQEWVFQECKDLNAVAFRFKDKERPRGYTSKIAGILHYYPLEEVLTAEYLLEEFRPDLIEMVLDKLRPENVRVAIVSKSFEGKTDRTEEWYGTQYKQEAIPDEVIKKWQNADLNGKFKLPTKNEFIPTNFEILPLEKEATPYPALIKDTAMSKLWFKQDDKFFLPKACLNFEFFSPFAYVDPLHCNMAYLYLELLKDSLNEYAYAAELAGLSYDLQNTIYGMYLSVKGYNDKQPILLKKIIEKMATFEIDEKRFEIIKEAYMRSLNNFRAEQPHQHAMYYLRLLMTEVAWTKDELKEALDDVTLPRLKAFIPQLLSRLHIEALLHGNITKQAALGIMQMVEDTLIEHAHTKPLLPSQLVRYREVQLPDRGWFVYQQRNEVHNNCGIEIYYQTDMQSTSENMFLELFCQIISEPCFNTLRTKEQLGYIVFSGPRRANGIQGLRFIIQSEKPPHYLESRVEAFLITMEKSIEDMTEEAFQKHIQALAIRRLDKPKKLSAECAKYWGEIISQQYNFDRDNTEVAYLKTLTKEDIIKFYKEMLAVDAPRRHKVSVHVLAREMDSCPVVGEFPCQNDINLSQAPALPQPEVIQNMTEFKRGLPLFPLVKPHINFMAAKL
# CRFBP-R2 block – antagonists of CRF-BP/CRF-R2 complex, primary screen, cell-based, HEK293, calcium dye fluorescence, uHTS | AID 588475, 2011 | inhibition, % at 11.8 µM | CRF-induced calcium fluorescence | 350,000 compounds, 0.59% hits;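 active = inhibition of the ligand-induced calcium signal above about 50% at the single tested concentration, limit read from the data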
# MEKK3 PB1 HTS – modulators of MEKK3-MEK5 PB1 binding, primary screen, biochemical, wildtype MEKK3, multiplex bead flow cytometry, Alexa488-MEK5. Mitogen-activated protein kinase kinase kinase 3 (Homo sapiens), Q99759. bead-based flow cytometry, Alexa488-MEK5 binding to MEKK3; actives lie on both sides; 0 = blocked by unlabeled MEK5, 100 = vehicle. binding response (% of control), % at 10 µM. 290,000 compounds, 1.4% hits. AID 1529, 2009;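 active = binding response more than 3 SD above or below the average of its plate-row segment, actives on both sides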;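 note: Alexa488 bead fluorescence after subtracting the streptavidin-only scavenger bead signal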
# CHRM4 PAM – human M4 muscarinic receptor positive allosteric modulators, primary screen, CHO-K1 cells, Fluo-8 calcium fluorescence | activation, % at 3 µM | CHO-K1 hM4/Gqi5, ACh EC20; 0% = ACh EC20, 100% = maximal ACh | Muscarinic acetylcholine receptor M4 (Homo sapiens), P08173 | 360,000 compounds, 0.4% hits;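 active = activation above its plate's cutoff, the mean activation of sample wells plus 3 SD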; note: some results filed as inactive read as strong as hits
# IDE cell inh – human IDE inhibitors in live cells, primary screen, fluorescence polarization, HEK cells, FAbetaB substrate | Insulin-degrading enzyme (Homo sapiens), P14735 | FAbetaB cleavage | inhibition, % at 5.59 µM | 320,000 compounds, 0.41% hits | AID 434962, 2010;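 active = percent inhibition above the average of all tested compounds plus 3 SD, set per screening campaign, cut at about 16% in these data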;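 note: IDE supplied by intact live HEK cells; FP after avidin binding of uncleaved biotin substrate so inhibition keeps polarization high; 0% = DMSO wells and 100% = 60 µM reference IDE inhibitor Ii1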
# An asterisk follows results filed as active; · = not tested or not shown; [ ] = dose if it differs, or a comment.
SMILES,pCIP destab,GalR3 antagonist,CRFBP-R2 agonist,PHOSPHO1 inh,IDE act,CRFBP-R2 block,MEKK3 PB1 HTS,CHRM4 PAM,IDE cell inh
COc1ccc(NC(=O)CS(=O)c2ccc(Br)cc2)cc1 (stereo unspecified),16,-4,-2.1,38,-4,-2,99,5,-2
CSCCC(NC(=O)c1ccccc1)C(=O)NNC(=O)c1ccccc1 (stereo unspecified),·,-8,-1.8,·,2,-11,·,0,-2
CC1(c2ccc(OCC(N)=O)cc2)NC(=O)NC1=O (stereo unspecified),-2,-8,0.8,26,5,15,101,1,-5
COc1ccccc1C(=O)n1nc(-c2cccnc2)nc1NCc1ccccc1,5,-7,1.6,4,-2,15,104,8,·
Cc1ccc(C23CC4CC(CC(C(=O)NN)(C4)C2)C3)cc1,-9,2,-1.9,3,4,-22,101,-1,·
NC(=O)c1cc(-c2ccccc2)sc1NC(=O)CN1CCCCC1,-11,-8,0.7,2,-8,-51,100,2,3
COc1ccc(CCNC(=O)C(=O)NCC2CCNCC2)cc1OC,-16,-3,0.9,25,4,-2,107,-3,1
CC(C)c1onc(C(=O)N(C)Cc2ccccc2)c1[N+](=O)[O-],-16,4,-5.3,6,0,10,114,6,1
O=C(CN1CCCCC1)N1CCN(c2ccccc2)CC1,4,-9,2.7,47,0,-12,102,-2,-1
COc1ccccc1/C=C/CN1CCC(CO)(Cc2ccccc2)CC1,-14,-4,3.6,-8,9,-23,102,-7,5
CC(C)(CNC(=O)Cc1ccc(Cl)cc1Cl)N1CCOCC1,-3,-9,0.9,14,0,-6,101,-1,-7
CN1OC[C@@H]2CN(Cc3cc(Cl)cc(Cl)c3)[C@H](c3cccc(-c4ccc(C#N)cc4)c3)C[C@@H]21,·,-6,2.6,·,·,9,·,-3,·
CCOC(=O)c1c(C)[nH]c(C(=O)N2CCc3cc(OC)c(OC)cc3C2)c1C,·,-4,-2.1,·,1,-1,·,3,12
COc1ccc(OCCn2ccnc2)cc1,-11,0,0.1,-2,0,2,111,2,-2
C/C(=N\Nc1ccc([N+](=O)[O-])cc1)c1ccc2c(c1)OCO2,-22,1,2.1,53,1,-39,95,-1,3
O=C(CSCc1ccco1)c1cccs1,-7,-1,0.5,-11,4,1,94,18,1
O=C(C1CC(=O)N(c2ccc(Cl)cc2)C1)N1CCC(c2nc3ccccc3[nH]2)CC1 (stereo unspecified),·,-2,-0.2,·,1,15,·,-7,7
Cc1cc(C(=O)N/N=C/c2c(C)[nH]c3ccccc23)n[nH]1,-16,5,-0.8,3,0,4,117,-5,-1
Cc1c(C(=O)OCC(C)(C)CN(C)C)oc2ccccc12,-3,3,-1.7,-3,-2,-1,100,-6,-3
Cc1ccc2oc(=O)c3cnn(CC(=O)N4CCCCCC4)c3c2c1,-9,·,-0.3,-5,-2,8,112,-4,2

# Ordered by the number under GalR3 antagonist (rising): 4 from the list above.
SMILES,pCIP destab,GalR3 antagonist,CRFBP-R2 agonist,PHOSPHO1 inh,IDE act,CRFBP-R2 block,MEKK3 PB1 HTS,CHRM4 PAM,IDE cell inh
CC(C)(CNC(=O)Cc1ccc(Cl)cc1Cl)N1CCOCC1,-3,-9,0.9,14,0,-6,101,-1,-7
CC1(c2ccc(OCC(N)=O)cc2)NC(=O)NC1=O (stereo unspecified),-2,-8,0.8,26,5,15,101,1,-5
CN1OC[C@@H]2CN(Cc3cc(Cl)cc(Cl)c3)[C@H](c3cccc(-c4ccc(C#N)cc4)c3)C[C@@H]21,·,-6,2.6,·,·,9,·,-3,·
CC(C)c1onc(C(=O)N(C)Cc2ccccc2)c1[N+](=O)[O-],-16,4,-5.3,6,0,10,114,6,1

# (listing goes on)
SMILES,pCIP destab,GalR3 antagonist,CRFBP-R2 agonist,PHOSPHO1 inh,IDE act,CRFBP-R2 block,MEKK3 PB1 HTS,CHRM4 PAM,IDE cell inh
CN1CCN(CCC(=O)N/N=C/c2cc3c(cc2[N+](=O)[O-])OCO3)CC1,15,-2,0.5,14,-2,-2,103,-3,7
COc1ccc(S(=O)(=O)CC(=O)Nc2ccccc2Cl)cc1,-9,-4,0.7,34,9,12,99,9,5
CON(c1nc(Cl)nc(N(C)C)n1)S(=O)(=O)c1ccc(C)cc1,0,-8,-0.1,14,4,0,105,5,1
Cn1c(=O)n(C)c2cc(/C=N/n3cnnc3)ccc21,-3,2,-1.4,-25,6,5,92,5,4
N#CC1(NC(=O)CSc2nncn2-c2ccccc2F)CCCC1,·,-5,-0.3,·,2,13,·,-3,4
O=[N+]([O-])c1ccccc1S(=O)(=O)c1ccccc1[N+](=O)[O-],-12,-8,-1.2,35,-3,4,104,7,-4
COc1ccc(N(C)S(=O)(=O)c2cccc(C(=O)OCC(=O)NCc3ccccc3OC)c2)cc1,-8,-3,3.7,20,-3,2,76,-29,-3
CC(=O)Nc1ccc(OS(=O)(=O)c2ccc(C)cc2C)cc1,-6,-8,-0.3,28,-1,-6,98,5,0
N/C(=N/OS(=O)(=O)c1ccc([N+](=O)[O-])cc1)c1ccncc1,-3,-3,0.7,27,2,11,87,-1,0
O=C(O)C1CCCN(S(=O)(=O)c2ccccc2[N+](=O)[O-])C1 (stereo unspecified),-7,-9,-0.2,50,2,5,100,-6,0
Clc1c(CSc2nc3ccccc3o2)nc2sccn12,-15,-7,-1.4,48,0,6,104,-14,-1
O=C(NCCc1c[nH]c2ccccc12)C1CCN(S(=O)(=O)c2ccc(F)cc2)CC1,13,-10,0.8,2,-3,1,101,-1,2
CCCn1c(=O)c(C(=O)Nc2c(C)n(C)n(-c3ccccc3)c2=O)c(O)c2ccccc21,-6,2,3.9,8,3,-11,·,-7,6
CCCCN1C(=O)C(O)=C(C(C)=O)C1c1ccccc1[N+](=O)[O-] (stereo unspecified),-5,-1,3.0,26,2,-5,105,2,-7
COc1ccc(-c2cn[nH]c2-c2ccc(OCC(=O)NN)cc2O)cc1OC,10,-8,1.4,20,-5,-18,107,-4,10
O=C(NCc1ccccn1)c1ccc(NC(=O)c2ccco2)cc1,-18,2,-0.5,18,1,3,92,1,2
COc1ccc(Br)cc1C(=O)Nc1ccc(N2CCN(S(C)(=O)=O)CC2)cc1,0,-3,4.8,-1,1,-2,105,-1,1
O=c1[nH]c(CN2CCN(c3ccc(O)cc3)CC2)nc2scc(-c3ccc(Cl)cc3)c12,20,-3,-0.7,-1,-5,1,106,-14,6
COc1cc(Cl)ccc1OCc1cc(C(=O)N2CCCCC2c2cccnc2)no1 (stereo unspecified),-13,-7,-1.5,2,1,1,102,-6,8
COc1ccc(C(=O)NC(=S)N2CC(C)OC(C)C2)cc1 (stereo unspecified),5,-4,1.8,-3,2,0,98,1,2

# Sorted by heavy-atom count (high to low): 4 of the compounds above.
SMILES,pCIP destab,GalR3 antagonist,CRFBP-R2 agonist,PHOSPHO1 inh,IDE act,CRFBP-R2 block,MEKK3 PB1 HTS,CHRM4 PAM,IDE cell inh
O=C(NCCc1c[nH]c2ccccc12)C1CCN(S(=O)(=O)c2ccc(F)cc2)CC1,13,-10,0.8,2,-3,1,101,-1,2
COc1ccc(Br)cc1C(=O)Nc1ccc(N2CCN(S(C)(=O)=O)CC2)cc1,0,-3,4.8,-1,1,-2,105,-1,1
CN1CCN(CCC(=O)N/N=C/c2cc3c(cc2[N+](=O)[O-])OCO3)CC1,15,-2,0.5,14,-2,-2,103,-3,7
COc1ccc(C(=O)NC(=S)N2CC(C)OC(C)C2)cc1 (stereo unspecified),5,-4,1.8,-3,2,0,98,1,2

# Compound profiles (already shown):
# Cc1cc(C(=O)N/N=C/c2c(C)[nH]c3ccccc23)n[nH]1 across the screens: pCIP destab = -16; GalR3 antagonist = 5; CRFBP-R2 agonist = -0.8; PHOSPHO1 inh = 3; IDE act = 0; CRFBP-R2 block = 4; MEKK3 PB1 HTS = 117; CHRM4 PAM = -5; IDE cell inh = -1
# O=C(O)C1CCCN(S(=O)(=O)c2ccccc2[N+](=O)[O-])C1 (stereo unspecified) across the screens: pCIP destab = -7; GalR3 antagonist = -9; CRFBP-R2 agonist = -0.2; PHOSPHO1 inh = 50; IDE act = 2; CRFBP-R2 block = 5; MEKK3 PB1 HTS = 100; CHRM4 PAM = -6; IDE cell inh = 0

# Next part.
SMILES,pCIP destab,GalR3 antagonist,CRFBP-R2 agonist,PHOSPHO1 inh,IDE act,CRFBP-R2 block,MEKK3 PB1 HTS,CHRM4 PAM,IDE cell inh
Cc1ccc2nc3n(c(=O)c2c1)-c1ncccc1C(=O)NC3Cc1ccc(O)cc1 (stereo unspecified),·,-5,-1.7,·,·,22,·,5,·
O=C1c2ccccc2S(=O)(=O)c2cc(N3CCOCC3)ccc21,·,2,18,·,-1,-5,82*[inhibitor],-2,3
O=C(O)c1ccc(CSCc2ccccc2Cl)o1,5,-8,1.1,11,3,2,104,-3,-1
COC(=O)c1ccccc1NC(NC(=O)c1ccco1)C(=O)c1ccccc1 (stereo unspecified),-22,-7,2.9,-8,3,38,76,1,-1
CC1CCN(CCCCOc2ccccc2F)CC1,4,-7,-0.9,31,3,-10,101,-4,-2
CCOC(=O)C1(CC2CC2)CCN(C(=O)c2cc(C3CC3)nc3ccccc23)CC1,-4,-2,-0.4,46,9,-7,78,-1,9
CC1(C)C(=O)Nc2ccccc2N1C(=O)COC(=O)CSc1ccc(Cl)cc1,·,-7,0.9,·,2,-3,·,-7,0
CNC(=O)NC(=O)COC(=O)/C=C/c1cccc(Br)c1,3,2,-0.3,28,-6,-9,87,-1,13
COc1ccccc1OCCCCN1CCN(c2ccccc2OC)CC1,5,-8,1.1,3,4,0,102,2,-1
CCC(Sc1nc(N)c(NC(=O)c2ccco2)c(=O)[nH]1)C(=O)O (stereo unspecified),-2,2,0.2,29,-2,-1,101,2,2
COc1ccc(C(=O)N2N=C(c3ccc(NS(C)(=O)=O)cc3)CC2c2cccs2)cc1 (stereo unspecified),0,-9,4.0,19,-1,-12,101,-14,8
O=C(NN1C(=O)/C(=C\c2cccnc2)SC1=S)c1ccco1,12,4,0.5,-25,2,-2,99,3,11
NC(=O)CC[C@H](NC(=O)[C@H](Cc1ccccc1)n1c(=O)[nH]c2ccccc2c1=O)C(=O)N1CCC[C@H]1C(=O)O,12,-1,-1.1,8,4,1,99,4,4
COc1ccccc1NCCC(=O)OCC(=O)Nc1ccccc1Cl,·,-5,-11,·,5,20,·,0,6
COc1ccc(C(=O)NC2CC3CCCC(C2)N3CC(C)C)cc1 (stereo unspecified),-8,-2,3.8,-1,2,10,98,-2,0
Cc1[nH]nc2c1C(c1cccs1)C1=C(CCCC1=O)N2 (stereo unspecified),-11,-5,-4.2,-23,3,-7,95,-10,1
CN(Cc1nccn1C)C(=O)c1ccc(OC2CCN(CCc3ccccc3)CC2)cc1,-11,-2,2.6,17,5,-7,101,-13,-3
COc1ccc(-c2c(-c3ccccc3OC)sc3ccccc23)cc1OC,-12,-9,-0.2,4,6,8,103,-2,2
Cc1cccc(C(=O)NC2CCN(C(=O)N3CCOCC3)CC2)c1,-5,4,0.1,37,0,4,105,2,1
CCc1ccc(C(=O)N/N=C/c2cccc3ccccc23)nc1,-5,-3,0.8,-3,0,31,100,0,5

# Screens deposited in PubChem BioAssay by several laboratories.
